Source: PubChem (several laboratories)
NOD2 inhibition = inhibition of NOD2-driven NF-kB reporter – cell-based, luminescence, uHTS, HEK293 (AID 1566); 0.63% of 290,000 active; HEK293 NOD2/NF-kB luciferase reporter, luminescence; higher % means a stronger effect; one-dose inhibition, % at 4 µM; EC50 in µM for titrated hits; also: many of its hits are not listed in these tables
Hep lipid drop = hepatic lipid droplet formation modulation | inhibition, % at 6.5 µM | AID 1656 | 0.4% of 240,000 active | AML12 mouse hepatocytes, oleate lipid droplets, BODIPY imaging;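 active = lipid droplet intensity inhibited by at least 50%, with more than 500 cells counted; inconclusive = wells with under 300 cells, treated as cytotoxic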
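Test system: AML12 hepatocytes (mouse); reagent: oleate loading, 100 µM; dosing: one dose, 6.5 µM compound; incubation: overnight exposure; signal: fluorescence imaging, 20x objective, two fields per well; read-out basis: % inhibition of corrected integrated BODIPY droplet signal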
ER stress rescue = protection against thapsigargin-triggered cell killing – 384-well, CSM14.1, ATP luminescence, primary screen (AID 1222); cellular ATP content (survival), % at 20 µM, or EC50 in µM where a hit was titrated; CSM14.1 thapsigargin-induced death rescue, ATP luminescence; higher % means a stronger effect; 190,000 tested, under 10 active;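 active = EC50 below 50 µM in the dose-response confirmation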;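 also: death triggered by thapsigargin at about 15 µM added after 2 h compound pretreatment; cell ATP read after overnight thapsigargin exposure of roughly 18 to 22 hours; normalized against plate controls of thapsigargin alone and 5% DMSO vehicle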
AID2073 = inhibitors of Mint1-CaV2.2 protein interaction, biochemical, HTRF (AID 2073); HTRF protein-protein interaction, Mint1-CaV2.2; higher % means a stronger effect; one-dose inhibition, % at 20 µM; IC50 in µM for titrated hits; 0.19% of 290,000 active; in the data active = inhibition mostly above about 51%, no sharp cut-off; inconclusive = no clear call, values can overlap the other calls; inactive = mostly below about 53%; also: some results filed as inactive read as strong as hits
M17LAP inhibition = P. falciparum M17LAP inhibitors, primary screen, biochemical, fluorogenic H-Leu-NHMec substrate, 1536-well (AID 1619); one-dose inhibition, % at 30 µM; IC50 in µM for titrated hits; recombinant M17LAP, H-Leu-NHMec fluorogenic kinetic assay; higher % means a stronger effect; 0.38% of 220,000 active;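 active = compound inhibiting the enzyme by more than half at any dose during confirmatory dose-response retesting; inconclusive = strong single-dose inhibitors picked by rank but not retested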;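 also: plate controls were full reaction with DMSO carrier for no effect and no enzyme background for full effect; strong numbers were not always called active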
LYP inhibition = inhibitors of LYP phosphatase, biochemical, fluorescence intensity, uHTS (AID 1779); recombinant LYP phosphatase, fluorescence intensity; higher % means a stronger effect; 0.054% of 290,000 active; one-dose inhibition, % at 11.5 µM; IC50 in µM for titrated hits;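 also: plate controls were vehicle with enzyme for no effect and no enzyme for full effect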
XIAP antagonists = XIAP antagonists, biochemical, IAP family, fluorescence polarization (AID 1018) | 0.007% of 200,000 active | XIAP BIR domain, fluorescence polarization peptide displacement; higher % means a stronger effect | displacement, % at 20 µM, or IC50 in µM where a hit was titrated; in the data active = displacement above about 50%; also: a part of the inactive calls stands beside numbers as strong as those of hits
SIAH1 antagonists = blockers of Siah-1 interaction with plectin peptide – biochemical, fluorescence polarization, rhodamine-plectin, uHTS, primary screen (AID 1817) | 0.02% of 290,000 active | Siah-1 / rhodamine-plectin peptide fluorescence polarization; higher % means a stronger effect | one-dose displacement, % at 20 µM; IC50 in µM for titrated hits;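 active = displacement of at least 50% at 20 µM, with a fluorescence ratio check between 0.3 and a set limit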;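 also: plate controls were Siah plus tracer with DMSO for no effect and tracer alone without Siah for full effect; strong numbers were not always called active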
M1AAP inhibition = malaria alanyl aminopeptidase activity blockers – biochemical, fluorogenic H-Leu-NHMec substrate, 1536-well (AID 1445). recombinant M1AAP, H-Leu-NHMec fluorogenic kinetic assay; higher % means a stronger effect. 0.42% of 220,000 active. inhibition, % at 30 µM; hits with a dose series show IC50 in µM;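 active = primary inhibition above the hit cutoff, then over 50% inhibition at one or more dose response concentrations, cut at about 23% in these data, passing the limit was not always enough; inconclusive = conflicting primary data, or primary hits not chosen for dose response; inactive = low primary inhibition, or under 50% at every dose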;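 also: plate controls were DMSO full reaction for no effect and no enzyme background for full effect; strong numbers were not always called active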
Hep lipid drop cells 6.5 µM = also measured in Hep lipid drop; calls as there; cell count; measured here: cell count, cytotoxicity flag;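 cells counted across two imaged fields per well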
Active calls of the source: *. Rule as the data show it, unless noted: active = inhibition above about 50%; inactive = the rest. An excerpt. The share of hits here may be higher or lower than overall.

For C=CCN(CC=C)C(=O)c1ccc2nc(Cc3ccc(OC)c(OC)c3)oc2c1 the results were NOD2 inhibition 38%, Hep lipid drop -27, AID2073 6%, LYP inhibition 3%, SIAH1 antagonists -2% and Hep lipid drop cells 6.5 µM 760.
Cc1ccc2nc(NC(=O)C3CCN(S(=O)(=O)c4cccnc4)CC3)sc2c1 was read as NOD2 inhibition 15%, ER stress rescue -0.9%, AID2073 -5%, M17LAP inhibition -1%, LYP inhibition 1%, XIAP antagonists -3.4%, SIAH1 antagonists 5% and M1AAP inhibition 1%.
`O=C(Cc1csc(Nc2nc(=S)[nH]c3ccccc23)n1)NCCCN1CCN(c2ccccc2F)CC1` gave NOD2 inhibition 25%, Hep lipid drop -1, ER stress rescue 0.0%, AID2073 -1%, M17LAP inhibition 15%, LYP inhibition 3%, XIAP antagonists -0.9%, SIAH1 antagonists -2%, M1AAP inhibition 11% and Hep lipid drop cells 6.5 µM 681.
O=C1CCC(=O)N1c1ccc(S(=O)(=O)N2CCCC2)cc1 was read as NOD2 inhibition 22%, Hep lipid drop 6, ER stress rescue -0.7%, AID2073 29%, M17LAP inhibition -4%, LYP inhibition -3%, XIAP antagonists -5.2%, SIAH1 antagonists 5%, M1AAP inhibition 1% and Hep lipid drop cells 6.5 µM 677.
Cc1oc(-c2ccc(Cl)cc2)nc1CSCC(=O)NCCCN1CCOCC1 was read as NOD2 inhibition 25%, ER stress rescue -1.0%, AID2073 -7%, M17LAP inhibition 8%, LYP inhibition 1%, XIAP antagonists 0.0%, SIAH1 antagonists -1% and M1AAP inhibition 3%.
`O=C(Nc1ccc(N2CCN(Cc3ccccc3F)CC2)cc1)c1ccccc1[N+](=O)[O-]` gave NOD2 inhibition 13%, Hep lipid drop 13, ER stress rescue 3.6%, AID2073 -15%, M17LAP inhibition 16%, LYP inhibition -6%, XIAP antagonists -2.6%, SIAH1 antagonists 2%, M1AAP inhibition 2% and Hep lipid drop cells 6.5 µM 792.
`Cc1ccc(N2CCN(Cc3ccccc3)CC2=O)c(C)c1` gave NOD2 inhibition -3%, Hep lipid drop 4, AID2073 11%, LYP inhibition -7%, SIAH1 antagonists 7% and Hep lipid drop cells 6.5 µM 799.
`CCCCCCn1c(NCC)nc2c1c(=O)[nH]c(=O)n2C` gave NOD2 inhibition 5%, Hep lipid drop -2, ER stress rescue -2.1%, AID2073 4%, M17LAP inhibition 8%, LYP inhibition -6%, XIAP antagonists -3.5%, SIAH1 antagonists 4%, M1AAP inhibition -1% and Hep lipid drop cells 6.5 µM 715.
CC(C)OCCCNC(=O)c1sc(=S)n(C)c1N was read as NOD2 inhibition 7%, ER stress rescue 1.4%, AID2073 9%, M17LAP inhibition 33%, LYP inhibition 1%, XIAP antagonists 2.6%, SIAH1 antagonists 9% and M1AAP inhibition 4%.
Cc1ccnc(NC(=O)c2ccc([N+](=O)[O-])o2)c1 was read as NOD2 inhibition -6%, Hep lipid drop -18, ER stress rescue -0.1%, AID2073 -2%, M17LAP inhibition 17%, LYP inhibition -10%, XIAP antagonists -8.7%, SIAH1 antagonists -3%, M1AAP inhibition 5% and Hep lipid drop cells 6.5 µM 726.
For O=c1c2[nH]c3ccc(F)cc3c2ncn1C1CCCCC1 the results were NOD2 inhibition -40%, ER stress rescue 1.4%, AID2073 1%, M17LAP inhibition 6%, LYP inhibition -6%, XIAP antagonists -0.6%, SIAH1 antagonists 1% and M1AAP inhibition 1%.
CCOC(=O)c1c(C)[nH]c(C)c1C(=O)COC(=O)c1ccccc1O was read as NOD2 inhibition 9%, Hep lipid drop -4, ER stress rescue 0.7%, AID2073 -5%, M17LAP inhibition 16%, LYP inhibition 0%, XIAP antagonists -10%, SIAH1 antagonists 2%, M1AAP inhibition -1% and Hep lipid drop cells 6.5 µM 652.
For O=C1C(C=Nc2ccccc2O)=C(O)c2ccccc21 the results were NOD2 inhibition -216%, ER stress rescue -2.5%, AID2073 1%, M17LAP inhibition 7%, LYP inhibition -7%, XIAP antagonists -4.1%, SIAH1 antagonists -7% and M1AAP inhibition 21%.
For N#Cc1ccccc1OCCCNC1CCCC1 the results were NOD2 inhibition -4%, Hep lipid drop 26, ER stress rescue 0.9%, AID2073 1%, M17LAP inhibition -6%, LYP inhibition -5%, XIAP antagonists -1.7%, SIAH1 antagonists 3%, M1AAP inhibition -7% and Hep lipid drop cells 6.5 µM 671.
`CC1(OC(=O)C2CCCC2)C(=O)C=C2C=C(c3ccsc3)N(C3CC3)C=C2C1=O` (stereo not drawn) gave NOD2 inhibition 20%, AID2073 -4%, M17LAP inhibition 3%, LYP inhibition -3%, SIAH1 antagonists 6% and M1AAP inhibition 6%.
For O=C(CSc1nnc(Cc2ccccc2)n1Cc1ccccc1)NCc1ccco1 the results were NOD2 inhibition 15%, Hep lipid drop -12, ER stress rescue -2.1%, AID2073 -1%, M17LAP inhibition 3%, LYP inhibition -7%, XIAP antagonists -3.7%, SIAH1 antagonists -10%, M1AAP inhibition -2% and Hep lipid drop cells 6.5 µM 688.
`Cc1ccc(NC2CCCCC2NS(=O)(=O)c2ccc(Cl)cc2)cc1` (stereo not drawn) gave NOD2 inhibition 16%, Hep lipid drop -2, ER stress rescue 1.2%, AID2073 6%, M17LAP inhibition -2%, LYP inhibition 6%, XIAP antagonists -0.3%, SIAH1 antagonists 1%, M1AAP inhibition 2% and Hep lipid drop cells 6.5 µM 623.
c1ccc(-c2csc(Nc3ccc4c(c3)OCCO4)n2)cc1 was read as Hep lipid drop 2, ER stress rescue -3.6%, AID2073 6%, M17LAP inhibition 4%, LYP inhibition 3%, XIAP antagonists -17%, SIAH1 antagonists 1%, M1AAP inhibition 3% and Hep lipid drop cells 6.5 µM 744.
Screening CCOc1ccccc1NC(=O)C1CCC(CNc2c(N3CCCCC3)c(=O)c2=O)CC1 (stereo not drawn) returned NOD2 inhibition 1%, Hep lipid drop 0, AID2073 13%, M17LAP inhibition 12%, LYP inhibition 2%, SIAH1 antagonists -3%, M1AAP inhibition 4% and Hep lipid drop cells 6.5 µM 701.
For COc1ccc2ccccc2c1CNCc1ccc(C)cc1 the results were NOD2 inhibition -6%, Hep lipid drop -2, AID2073 -8%, LYP inhibition -7%, SIAH1 antagonists 10% and Hep lipid drop cells 6.5 µM 756.
`CCOC(=O)c1ccc(CSc2nnc(N)s2)cc1` gave NOD2 inhibition -12%, Hep lipid drop 2, ER stress rescue -1.6%, AID2073 -5%, M17LAP inhibition 1%, LYP inhibition -8%, XIAP antagonists -6.7%, SIAH1 antagonists 4%, M1AAP inhibition 6% and Hep lipid drop cells 6.5 µM 751.
For Cc1cc(NC(=O)Cc2cc(F)cc(F)c2)no1 the results were NOD2 inhibition -14%, AID2073 6%, LYP inhibition -12% and SIAH1 antagonists -1%.
NS(=O)(=O)c1ccc2nc(NC(=O)c3ccc4c(c3)OCCO4)sc2c1 was read as NOD2 inhibition 19%, Hep lipid drop 12, AID2073 inconclusive, LYP inhibition -7%, SIAH1 antagonists 2% and Hep lipid drop cells 6.5 µM 812.
CC(C)CN(Cc1c(O)ccc2c(=O)c(-c3ccccc3)coc12)CC(C)C was read as NOD2 inhibition 8%, Hep lipid drop 23, AID2073 37%, LYP inhibition -14%, SIAH1 antagonists -1% and Hep lipid drop cells 6.5 µM 819.

Three structures already listed, sorted by formula weight, high to low.
CC(C)CN(Cc1c(O)ccc2c(=O)c(-c3ccccc3)coc12)CC(C)C was read as NOD2 inhibition 8%, Hep lipid drop 23, AID2073 37%, LYP inhibition -14%, SIAH1 antagonists -1% and Hep lipid drop cells 6.5 µM 819.
c1ccc(-c2csc(Nc3ccc4c(c3)OCCO4)n2)cc1 was read as Hep lipid drop 2, ER stress rescue -3.6%, AID2073 6%, M17LAP inhibition 4%, LYP inhibition 3%, XIAP antagonists -17%, SIAH1 antagonists 1%, M1AAP inhibition 3% and Hep lipid drop cells 6.5 µM 744.
For N#Cc1ccccc1OCCCNC1CCCC1 the results were NOD2 inhibition -4%, Hep lipid drop 26, ER stress rescue 0.9%, AID2073 1%, M17LAP inhibition -6%, LYP inhibition -5%, XIAP antagonists -1.7%, SIAH1 antagonists 3%, M1AAP inhibition -7% and Hep lipid drop cells 6.5 µM 671.

The main list resumes, starting 2 compounds before the break.
NS(=O)(=O)c1ccc2nc(NC(=O)c3ccc4c(c3)OCCO4)sc2c1 was read as NOD2 inhibition 19%, Hep lipid drop 12, AID2073 inconclusive, LYP inhibition -7%, SIAH1 antagonists 2% and Hep lipid drop cells 6.5 µM 812.
CC(C)CN(Cc1c(O)ccc2c(=O)c(-c3ccccc3)coc12)CC(C)C was read as NOD2 inhibition 8%, Hep lipid drop 23, AID2073 37%, LYP inhibition -14%, SIAH1 antagonists -1% and Hep lipid drop cells 6.5 µM 819.
`O=C(NNS(=O)(=O)c1ccc([N+](=O)[O-])cc1)c1ccc2ccccc2c1O` gave NOD2 inhibition 15%, Hep lipid drop 5, AID2073 0%, LYP inhibition 3%, SIAH1 antagonists 2% and Hep lipid drop cells 6.5 µM 725.
`COc1ccc(N2CC(C(=O)N/N=C/c3ccc([N+](=O)[O-])cc3)CC2=O)cc1` (stereo not drawn) gave NOD2 inhibition 11%, Hep lipid drop 10, ER stress rescue -1.9%, AID2073 1%, M17LAP inhibition 0%, LYP inhibition 1%, XIAP antagonists -4.5%, SIAH1 antagonists -2%, M1AAP inhibition 0% and Hep lipid drop cells 6.5 µM 681.
For Cc1c(NC(=O)Nc2ccc(F)cc2)c(=O)n(-c2ccccc2)n1C the results were NOD2 inhibition 16%, Hep lipid drop 13, AID2073 -5%, LYP inhibition -6%, SIAH1 antagonists 9% and Hep lipid drop cells 6.5 µM 750.
Screening Cc1onc(-c2c(F)cccc2Cl)c1C(=O)OCC(=O)c1c[nH]c2ccccc12 returned NOD2 inhibition 9%, Hep lipid drop -5, AID2073 6%, M17LAP inhibition 10%, LYP inhibition -1%, SIAH1 antagonists -5%, M1AAP inhibition 0% and Hep lipid drop cells 6.5 µM 760.
`O=Cc1ccc(-c2cccc([N+](=O)[O-])c2)o1` gave NOD2 inhibition 4%, Hep lipid drop -7, AID2073 0%, M17LAP inhibition 10%, LYP inhibition -1%, SIAH1 antagonists -2%, M1AAP inhibition 11% and Hep lipid drop cells 6.5 µM 684.
Screening Cc1cc(=O)[nH]c2c1cnn2C(C)c1ccccc1 (stereo not drawn) returned NOD2 inhibition -14%, Hep lipid drop 16, AID2073 8%, LYP inhibition -5%, SIAH1 antagonists -2% and Hep lipid drop cells 6.5 µM 838.
